PfHsp40 yeast: rescue of yeast from PfHsp40 toxicity, primary screen, S. cerevisiae, ATP luminescence; 340,000 compounds, 0.68% hits; S. cerevisiae expressing PfHsp40, growth rescue; growth rescue, % at 12.5 µM; in the data active = growth rescue above about 28%, passing the limit was not always enough; inconclusive = no clear call, values can overlap the other calls;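 also: yeast W303a lacking pdr1 and pdr3 grown in galactose medium; growth measured after three days at 30 °C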
DUSP3 inh: VHR1 phosphatase inhibitors, primary screen, biochemical, absorbance, uHTS. Dual specificity protein phosphatase 3 (Homo sapiens), P51452. recombinant VHR phosphatase, pNPP absorbance. inhibition, % at 13.3 µM. 290,000 compounds, 0.52% hits. AID 1654, 2009; in the data active = inhibition above about 50%; also: some compounds called inactive have numbers as strong as hits
Anthrax LF inh2: Bacillus anthracis LF protease inhibitors, primary screen, biochemical, multiplex microsphere, MLPCN library. Lethal factor (Bacillus anthracis), P15917. multiplex microsphere protease cleavage assay. inhibition, % at 10 µM. 360,000 compounds, 0.12% hits; also: plate controls were buffer without enzyme for full effect and enzyme alone for no effect
Vc quorum ag: inducers of Vibrio cholerae quorum light production without autoinducers, primary screen, BH1578 luxS cqsA deficient, single point; V. cholerae BH1578 lux reporter, luminescence, 6 h; activation, % at 18.7 µM; 350,000 compounds, 0.16% hits; AID 588436, 2011; in the data active = activation mostly above about 9.7%, no sharp cut-off; inconclusive = no clear call, values can overlap the other calls; inactive = mostly below about 3.7%; also: not every result past the cut was called active; inactives centre near 0; reference of the scale not given here
Y pestis TopoI: Yersinia pestis topoisomerase I inhibitors, primary screen, biochemical, cleavage product accumulation, plate reader, single point | DNA topoisomerase I (Yersinia pestis CO92) | Y. pestis Topo-I cleavage product accumulation | activity, % at 10 µM | 360,000 compounds, 0.064% hits | AID 504884, 2011; in the data active = activity above about 50%, passing the limit was not always enough; inconclusive = no clear call, values can overlap the other calls; also: inactives centre near 2
PriA SSB inh: inhibitors of Klebsiella pneumoniae PriA binding to SSB C-terminal tail, primary screen, biochemical, AlphaScreen | PriA–SSB C-terminal tail interaction (Klebsiella pneumoniae) | AlphaScreen SSBct-PriA binding, biotinylated peptide | inhibition, % at 33 µM | 430,000 compounds, 0.6% hits | AID 1272365, 2023; in the data active = inhibition mostly above about 37%, no sharp cut-off; inactive = mostly below about 20%;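 also: plate controls were negative control peptide for no effect and reference peptide for full effect; strong numbers were not always called active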
BoNT A protease: BoNT/A light chain protease inhibitors, primary screen, biochemical, flow cytometry, MLPCN library. Botulinum neurotoxin type A light chain protease (Clostridium botulinum A str. ATCC 3502). multiplex microsphere protease substrate cleavage. inhibition, % at 10 µM. 360,000 compounds, 0.17% hits. AID 588499, 2011; also: plate controls were buffer without enzyme for full effect and enzyme alone for no effect
CCHF vOTU inh: CCHFV vOTU protease inhibitors, primary screen, biochemical, Pep-AMC substrate, fluorescence. 370,000 compounds, 0.55% hits. inhibition, % at 11.5 µM. AID 651958, 2012; in the data active = inhibition above about 30%; also: 0% = vehicle wells with enzyme and 100% = no enzyme wells
SARS 3CLpro inh: SARS-CoV 3CLpro protease inhibitors, primary screen, biochemical, quenched FRET; recombinant SARS-CoV 3CLpro, quenched FRET peptide cleavage; inhibition, % at 6 µM; 290,000 compounds, 0.14% hits; AID 1706, 2009; in the data active = inhibition above about 12%
TcdB GH inh: TcdB glycohydrolase inhibitors, primary screen, biochemical, single point, plate reader | AID 652162, 2013 | inhibition, % at 9.99 µM | 350,000 compounds, 0.24% hits | TcdB glycohydrolase enzymatic assay; in the data active = inhibition above about 10%
Target sequence (P18177 whole entry, looked up): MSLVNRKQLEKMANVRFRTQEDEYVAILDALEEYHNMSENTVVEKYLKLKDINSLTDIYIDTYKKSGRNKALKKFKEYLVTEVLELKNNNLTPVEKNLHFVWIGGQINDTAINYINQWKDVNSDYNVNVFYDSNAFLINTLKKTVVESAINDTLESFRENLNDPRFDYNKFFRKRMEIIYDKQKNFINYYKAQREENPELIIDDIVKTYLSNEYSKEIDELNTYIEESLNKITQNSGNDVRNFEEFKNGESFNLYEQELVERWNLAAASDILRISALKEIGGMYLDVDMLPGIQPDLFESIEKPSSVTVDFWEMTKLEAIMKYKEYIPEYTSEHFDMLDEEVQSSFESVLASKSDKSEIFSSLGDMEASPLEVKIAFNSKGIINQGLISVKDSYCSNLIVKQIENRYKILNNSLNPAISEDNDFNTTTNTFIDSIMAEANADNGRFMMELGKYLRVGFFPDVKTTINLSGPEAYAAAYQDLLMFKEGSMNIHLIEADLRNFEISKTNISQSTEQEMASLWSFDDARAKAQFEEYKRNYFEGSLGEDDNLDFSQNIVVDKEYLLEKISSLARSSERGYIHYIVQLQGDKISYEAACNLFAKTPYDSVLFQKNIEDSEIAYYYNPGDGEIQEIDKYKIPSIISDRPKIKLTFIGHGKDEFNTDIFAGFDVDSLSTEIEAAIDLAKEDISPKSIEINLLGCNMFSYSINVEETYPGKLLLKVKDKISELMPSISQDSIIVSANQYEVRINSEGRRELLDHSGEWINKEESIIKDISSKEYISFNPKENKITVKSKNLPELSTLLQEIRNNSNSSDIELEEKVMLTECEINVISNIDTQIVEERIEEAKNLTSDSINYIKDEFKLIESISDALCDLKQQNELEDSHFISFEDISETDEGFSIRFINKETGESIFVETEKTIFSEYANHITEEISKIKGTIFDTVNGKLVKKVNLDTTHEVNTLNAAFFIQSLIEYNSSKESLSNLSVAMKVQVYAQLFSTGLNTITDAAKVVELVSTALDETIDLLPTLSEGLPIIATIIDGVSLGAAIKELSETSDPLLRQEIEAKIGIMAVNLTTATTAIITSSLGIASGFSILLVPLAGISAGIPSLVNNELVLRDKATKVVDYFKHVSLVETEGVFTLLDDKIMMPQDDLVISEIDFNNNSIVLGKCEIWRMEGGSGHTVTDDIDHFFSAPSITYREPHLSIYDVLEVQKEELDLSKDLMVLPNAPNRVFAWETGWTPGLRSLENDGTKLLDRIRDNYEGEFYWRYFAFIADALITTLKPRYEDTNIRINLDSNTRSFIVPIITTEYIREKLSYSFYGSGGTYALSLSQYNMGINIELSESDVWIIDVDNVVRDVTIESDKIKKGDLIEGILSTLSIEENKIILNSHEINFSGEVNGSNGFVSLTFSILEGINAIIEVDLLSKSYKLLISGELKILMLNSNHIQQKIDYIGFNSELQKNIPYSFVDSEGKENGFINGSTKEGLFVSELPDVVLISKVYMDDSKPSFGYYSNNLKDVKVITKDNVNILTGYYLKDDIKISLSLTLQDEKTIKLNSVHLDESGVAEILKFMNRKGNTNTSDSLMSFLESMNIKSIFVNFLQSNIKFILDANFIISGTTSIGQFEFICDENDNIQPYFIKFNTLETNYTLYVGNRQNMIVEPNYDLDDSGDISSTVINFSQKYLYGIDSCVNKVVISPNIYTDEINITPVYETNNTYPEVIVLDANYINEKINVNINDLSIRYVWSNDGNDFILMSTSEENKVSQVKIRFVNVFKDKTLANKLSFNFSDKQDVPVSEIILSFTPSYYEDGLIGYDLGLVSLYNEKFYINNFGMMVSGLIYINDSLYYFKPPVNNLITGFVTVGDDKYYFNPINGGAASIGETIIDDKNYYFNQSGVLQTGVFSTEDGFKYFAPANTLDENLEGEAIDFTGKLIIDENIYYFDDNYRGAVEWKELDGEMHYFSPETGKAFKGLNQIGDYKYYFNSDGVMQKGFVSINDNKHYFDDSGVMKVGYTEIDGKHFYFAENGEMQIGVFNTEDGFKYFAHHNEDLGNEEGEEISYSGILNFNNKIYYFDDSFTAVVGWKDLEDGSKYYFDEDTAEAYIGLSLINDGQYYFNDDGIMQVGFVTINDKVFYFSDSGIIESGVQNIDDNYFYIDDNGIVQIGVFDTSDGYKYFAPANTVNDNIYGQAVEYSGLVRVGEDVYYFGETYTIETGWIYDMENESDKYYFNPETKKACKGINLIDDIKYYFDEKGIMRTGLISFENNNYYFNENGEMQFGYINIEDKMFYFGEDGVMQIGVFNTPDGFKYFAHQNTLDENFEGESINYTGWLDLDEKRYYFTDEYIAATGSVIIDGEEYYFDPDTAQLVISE
Numbers without * were called inactive; i = inactive; ? = inconclusive; nt = not tested or not shown. Rule as the data show it, unless noted: active = inhibition above about 30%; inconclusive = no clear call, values can overlap the other calls; inactive = below that. An excerpt; count on the stated rates, not on these rows.

Results follow in this order: Vc quorum ag, Anthrax LF inh2, PriA SSB inh, SARS 3CLpro inh, CCHF vOTU inh, BoNT A protease, Y pestis TopoI, PfHsp40 yeast, TcdB GH inh, DUSP3 inh
COc1ccc(/C=N/NC(=O)c2ccc3nc[nH]c3c2)c(OC)c1
→ -0.9, 0.3, nt, -6.0, 18.9, 0.1, 1.0, 1.2, -1.2, -9.0
O=C(NCC1COc2ccccc2O1)c1ccc(Cl)c(S(=O)(=O)N2CCCC2)c1 (configuration not stated)
→ -1.5, -9.4, -3.6, nt, 4.4, -0.5, 20.8, -0.4, 0.6, nt
COc1ccc(/C=N/NC(=O)C(=O)N2CCCCCC2)cc1
→ 4.8, -5.7, nt, 5.3, -6.6, 2.6, 2.1, -1.1, 0.5, 11.8
CC(C)c1ccc(NC(=O)COC(=O)COc2ccccc2)cc1
→ i, -2.1, -18.2, 2.7, 3.1, -0.2, 3.9, -0.4, -0.1, 0.4
Cc1csc(=O)n1CC(=O)OCc1cccc2ccccc12
→ i, -9.7, 6.4, 4.5, 3.0, -1.1, 7.0, 3.3, nt, 0.0
CC(C)c1cc(CNC(=O)CC2C(=O)NCCN2CC2CCCCC2)on1 (configuration not stated)
→ i, -4.2, -0.7, -2.4, 5.9, -0.2, 9.1, 0.2, 1.5, -8.2
O=C(c1ccccc1)N1CCN(S(=O)(=O)c2cccc(NS(=O)(=O)c3ccccc3)c2)CC1
→ -0.3, -8.9, -6.1, 3.0, -5.6, -0.1, 13.7, 1.0, -0.1, -24.1
Cc1ccc(S(=O)(=O)N2CCC(NC(=O)c3cccnc3)CC2)cc1Cl
→ i, 4.2, -5.0, 0.3, -6.3, -0.1, 10.9, 0.2, 0.0, -14.9
O=C1/C(=C/c2cccs2)CCC1C1CCCC1 (configuration not stated)
→ i, nt, -16.5, -3.6, -4.8, nt, -1.7, 0.5, 1.7, 12.4
CCCC/S(CC1CC1(Cl)Cl)=N\S(=O)(=O)c1ccc(C)cc1 (configuration not stated)
→ -0.4, 0.6, nt, 1.6, -8.7, -0.8, -9.5, 0.6, nt, -3.8
COc1ccccc1NC(=O)C1=C(C)N(c2ccccc2)C(=S)NC1c1cccc(C(F)(F)F)c1 (configuration not stated)
→ i, -6.7, 29.2, 1.7, 11.7, -1.7, 0.5, -0.2, 0.7, -1.3
COc1ccc(C2N(C(C)=O)CCN2S(=O)(=O)c2ccc(C)cc2)cc1 (configuration not stated)
→ i, 0.6, -11.5, 10.5, 3.1, -3.7, -5.2, -2.7, 1.0, -13.5
CCc1ccc(-c2cc(C(=O)N/N=C/c3ccco3)[nH]n2)cc1
→ -0.2, 0.9, nt, 0.2, 8.0, -0.3, 1.3, -0.5, 1.1, 16.5
C=CCn1c(SCC2CCCCO2)nc2sc(CC)cc2c1=O (configuration not stated)
→ -2.8, -3.1, -5.7, -2.2, 3.6, -0.2, 41.6, 0.8, 1.4, -4.7
S=C(NNc1nc(Nc2ccccc2)nc(N2CCCCC2)n1)NC1CCCCC1
→ -0.3, -2.5, -14.4, -0.6, 10.2, -0.8, 14.7, 5.2, 0.1, 20.1
Cc1cccnc1NC(=O)c1cccc(S(=O)(=O)N2CCCc3ccccc32)c1
→ -0.7, -3.2, 7.5, 5.1, 23.4, 3.9, 6.4, -4.4, -4.0, 21.8
CCOC(=O)C(=O)Nc1ccccc1C(N)=O
→ i, 0.5, -4.8, 0.7, -2.5, -0.4, 1.0, -0.8, nt, 26.4
COc1ccc(C(=O)O/N=C(\N)c2ccccn2)cc1[N+](=O)[O-]
→ i, 9.5, i, -0.1, 19.5, 1.8, 3.5, -0.3, 0.8, 13.9
COc1cc(N2C(=O)CC(=O)NC2=O)cc(OC)c1OC
→ -0.3, -7.8, -10.0, -2.3, 5.6, -0.6, 7.4, 3.7, 0.7, 5.2
CCOC(=O)CNS(=O)(=O)c1ccc(C(=O)O)cc1
→ i, 2.7, -1.6, 0.8, 3.4, -3.2, -3.1, -0.8, nt, 8.5

The closing four compounds of the part above open the next one.
Results follow in this order: Vc quorum ag, Anthrax LF inh2, PriA SSB inh, SARS 3CLpro inh, CCHF vOTU inh, BoNT A protease, Y pestis TopoI, PfHsp40 yeast, TcdB GH inh, DUSP3 inh
CCOC(=O)C(=O)Nc1ccccc1C(N)=O
→ i, 0.5, -4.8, 0.7, -2.5, -0.4, 1.0, -0.8, nt, 26.4
COc1ccc(C(=O)O/N=C(\N)c2ccccn2)cc1[N+](=O)[O-]
→ i, 9.5, i, -0.1, 19.5, 1.8, 3.5, -0.3, 0.8, 13.9
COc1cc(N2C(=O)CC(=O)NC2=O)cc(OC)c1OC
→ -0.3, -7.8, -10.0, -2.3, 5.6, -0.6, 7.4, 3.7, 0.7, 5.2
CCOC(=O)CNS(=O)(=O)c1ccc(C(=O)O)cc1
→ i, 2.7, -1.6, 0.8, 3.4, -3.2, -3.1, -0.8, nt, 8.5
COc1cc(NC(=O)N[C@H](C(=O)O)C(C)C)cc(OC)c1
→ i, 1.2, -4.2, 0.3, -3.1, 1.9, -1.1, 3.9, nt, 13.4
CCCCCCNC(=O)O[C@H]1Cn2c(=O)ccc(=O)n2[C@@H]2CN(S(=O)(=O)c3ccc(C)cc3)C[C@]12O
→ i, -3.9, nt, nt, 20.8, 0.0, 5.0, nt, 2.4, nt
Cc1ccc(S(=O)(=O)N2CCN(S(C)(=O)=O)CC2)cc1
→ i, -1.7, -17.2, -1.9, -14.0, 1.7, -5.2, -0.9, nt, nt
COc1ccc(CCNC(=O)Cn2c(=O)n(CC3CCCO3)c(=O)c3cc(OC)c(OC)cc32)cc1OC (configuration not stated)
→ -0.5, nt, 0.1, 4.2, 2.1, nt, -4.8, 1.9, 1.6, 16.6
O=C(O)C(Oc1ccc2ccccc2c1)c1ccccc1 (configuration not stated)
→ -0.5, 8.3, 4.5, nt, 1.5, 3.7, -0.7, 0.0, 5.4, nt
COc1ccccc1Cn1cnc2cccnc21
→ i, 3.3, -9.3, -4.0, 1.1, 0.0, 6.5, 0.7, nt, -1.8
CC1(C)CC(=O)c2cnc(N3CCc4ccccc43)nc2C1
→ -0.7, nt, -48.6, -4.3, -10.8, nt, 6.9, 1.1, 2.3, -10.3
COC(=O)c1cccc(C(=O)Oc2cccc(Br)c2)n1
→ i, -3.2, -7.9, 2.4, -7.0, 0.4, -0.1, -1.3, nt, 13.0
CCCOc1ccc(N2CC(C(=O)Nc3ncccc3C)CC2=O)cc1 (configuration not stated)
→ -1.0, -5.5, -28.1, -10.8, 8.1, 1.4, 4.3, -0.1, nt, 39.2
CC1(C)CC(=O)C2=C(C1)Nc1ccccc1NC2c1ccc(F)c(F)c1 (configuration not stated)
→ -0.1, -3.9, -13.4, -3.0, 0.6, 0.1, 1.1, 0.9, 2.1, 9.4
CSc1ncccc1C(=O)OCC(=O)N1CCOCC1
→ -5.0, -0.7, -9.2, 7.2, -0.6, 1.1, 2.6, -0.2, nt, 39.8
COc1ccccc1CNC(=O)CC(C)C
→ 3.2, -3.9, -1.4, -0.2, -0.5, -0.5, 7.0, 1.2, nt, 9.1
CC(C)N(C(=O)CSc1nnc(NC2CC2)s1)c1ccccc1
→ -4.6, -1.0, 1.8, nt, 11.9, -0.5, 6.7, 0.9, 0.7, nt
COc1ccc(CC(=O)Nc2ccc(C(=O)O)cc2NC(=O)Cc2ccc(OC)cc2)cc1
→ 0.6, -0.9, -8.2, 0.2, -15.0, -0.8, -5.4, -0.8, -1.3, 57.4*
COc1ccccc1CNC(=O)CSc1nc(=O)n(Cc2ccncc2)c2c1CCC2
→ i, ?, -0.7, nt, 9.9, ?, -6.3, -1.1, 1.8, nt
CC12CCC(=O)C=C1CC(N1CC1)C1C2CCC2(C)C(O)CCC12 (configuration not stated)
→ i, -0.5, -10.7, nt, -13.5, -0.1, 2.4, -1.1, 1.0, nt
CCSc1nc(N2CCCCC2)c2c(c1C#N)CCCC2
→ -1.0, -7.2, -4.1, -2.1, 7.0, 0.0, 24.5, 0.7, nt, -2.5
Cc1ccc(N2CC(C(=O)NCCS(=O)(=O)N3CCN(c4ccccc4)CC3)CC2=O)cc1 (configuration not stated)
→ i, 0.3, 8.0, 1.8, 4.9, 3.0, 4.3, -0.4, -4.7, 14.2
CC(C)(C)c1cc(OC(=O)c2ccncc2)ccc1O
→ nt, 3.7, -13.7, 0.1, 10.9, 1.2, -6.7, 0.2, nt, 13.2
O=C(Nc1ccccc1C(F)(F)F)c1ccccn1
→ -1.1, -1.7, -23.1, -1.4, 5.7, 0.4, -8.5, -0.9, 0.0, 24.9

Other structures
Results follow in this order: Vc quorum ag, Anthrax LF inh2, PriA SSB inh, SARS 3CLpro inh, CCHF vOTU inh, BoNT A protease, Y pestis TopoI, PfHsp40 yeast, TcdB GH inh, DUSP3 inh
O=C(CCCc1ccccn1)c1cccc2ccccc12
→ 5.6, -3.8, -7.8, nt, 16.7, 0.0, 4.7, 0.0, 5.0, nt
O=C(CCCSc1nc2ccccc2s1)NCc1ccc2c(c1)OCO2
→ -0.4, 0.2, -3.8, -4.2, -7.9, 0.5, 39.8, 3.9, -0.1, 12.6
Cc1ccc(C(=O)NCCc2nnc3ccc(SCC(=O)Nc4ccc(C)cc4C)nn23)cc1
→ -0.6, 0.8, 1.2, 4.0, -6.5, 0.1, 17.1, -1.1, 2.4, -22.6
Cc1ccc(NC(=O)C2CCCN(S(=O)(=O)c3c(C)noc3C)C2)cc1F (configuration not stated)
→ nt, 1.1, -2.4, -6.5, -1.6, 0.5, 3.3, 0.9, nt, 3.6
Cc1ccc(C)n1-c1nnc(N2CCC(C(=O)NCCCN3CC(C)CC(C)C3)CC2)s1 (configuration not stated)
→ -0.2, nt, 4.8, 0.3, 11.6, nt, 6.7, 1.1, 3.1, -3.6
O=C(N/N=C/c1cccc(O)c1)c1ccc2c(c1)OCCO2
→ -0.4, -0.5, nt, 2.1, 9.5, 0.0, 3.9, 0.8, 2.6, -31.1
CC(C)(C)c1ccc(C(=O)NC(=O)COC(=O)CCS(=O)(=O)c2ccccc2)cc1
→ -1.2, -1.4, -6.8, nt, 5.2, -0.3, 32.4, 1.6, 1.5, nt
S=C1NCc2cncnc2N1
→ nt, -4.8, nt, nt, -1.7, -0.4, nt, nt, 0.5, nt
Cc1csc(N2CCCC2c2nc3cc(Cl)c(N4CCCCC4)cc3n2CCOCCO)n1 (configuration not stated)
→ -0.3, -7.1, 11.7, nt, 7.7, 0.0, 28.2, -1.0, 0.8, nt

Screening data: PubChem, several laboratories
